# p53ts 32C tox: kills p53ts cells at the permissive temperature. H1299-p53A138V at 32C, ATP luminescence viability, 24 h. Potency, µM (highest dose often 46.1 µM), for the others: top-dose activity change, negative = cytotoxicity, actives largely listed as cytotoxic. hit rate 0.93% among 130,000. AID 924;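 also: 0% = DMSO and -100% = full killing by reference compound; nearly all actives have a fitted effect of over 55% in size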
#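 Viability by ATPlite luminescence after 24 h compound treatment (up to 46 uM) at the permissive 32C. Cells are H1299 carrying p53 A138V. Scale runs from DMSO basal to 100 uM tamoxifen as full kill; AC50 from Hill fits.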
# Peg3 imprint: induces erasure of genomic imprints in mouse ES cells; mouse ES Peg3-LacZ reporter, beta-gal luminescence, 40 h; Potency, µM (highest dose often 60.7 µM), inactives show top-dose activity change, positive = activation, actives largely listed as activators; hit rate 0.02% among 110,000;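 also: 0% = negative control wells on the plate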
#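 Imprint erasure is scored as LacZ activity from the silenced maternal Peg3 allele in feeder-free female ES cells cultured 40 h with LIF. Luminescence is normalized to in-plate negative controls and fitted to the Hill equation.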
# IkB sig inh: IkB pathway inhibition in ABC-DLBCL cells; ABC-DLBCL IkBa-CBG/CBR dual luciferase ratio, 4 h; response scale: scaled: untreated 0%, proteasome inhibitor 100%; Potency, µM (series often up to 57.1 µM), for the others: at the top dose IkBa stabilization activation; hit rate 0.04% among 110,000; active = well fitted curve in the direction sought with a large enough effect in the signal ratio, not every such curve was filed as active; inconclusive = small, poorly fitted or top-dose-only effect, or a change in a side signal; the % refers to the signal ratio;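 also: the direction sought is a rising ratio; 0% = basal untreated cells and 100% = reference inhibitor full response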
#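 In this assay, an IκBα–CBG68 fusion accumulates when IKK-driven degradation is blocked; native CBR normalizes for cell number. OCI-Ly3 cells were treated 4 h with compound and doxycycline, then green and red light read after Chroma-Glo addition.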
# p53ts 39C tox: cytotoxicity in p53ts cells at nonpermissive temperature; H1299-p53A138V viability at 39C, ATP luminescence, 24 h; Potency, µM (highest dose often 46.1 µM), without a hit: top-dose activity change, negative = cell killing, usual class: cytotoxic; hit rate 1.5% among 130,000; also: nearly all actives have a fitted effect of over 55% in size
# * marks the source's active call; other numbers are inactive results; u = inconclusive; x = not tested or not shown; [ ] = another dose, or the depositor's remark. Unless noted, calls follow the shape of the dose curve; as a rule, active = well fitted curve in the direction sought with a large enough effect; inconclusive = small, poorly fitted or top-dose-only effect, or another doubt; inactive = no such curve, though single readings can be large; an effect the other way counts as inactive or inconclusive. Unless noted, % is scaled to controls: 0 for no effect and ±100 for the full control effect; potency is read from the fitted curve at half-maximal effect. Outcome played no part in choosing rows; about 1.8% have a hit in one of these screens.
# Short forms: A = p53ts 32C tox; B = Peg3 imprint; C = IkB sig inh; D = p53ts 39C tox
COC(=O)c1ccc(C(NC(=O)OCc2ccccc2)/C(=C/[C@@H](C)C(=O)N[C@@H](CO)Cc2ccccc2)c2cccnc2)cc1 (stereo partly drawn)
  A: 30% | B: -13% | C: x | D: -11%
CCOC(=O)C(Sc1ncn[nH]1)c1ccccc1 (stereo not drawn)
  A: 1% | B: -11% | C: 1.9% | D: -4%
CCCCOc1ccc(CNC(=O)CCCN2C(=O)CSc3c2c(C)nn3-c2ccccc2)cc1
  A: 77%[activator] | B: -21%[10.9 µM] | C: u | D: -6%
CCCC(=O)Nc1cc(-c2cn3cccnc3n2)ccc1OC
  A: -8% | B: 5% | C: -1.8% | D: 3%
COc1ccc(NC(=O)CSc2c(C(C)C)cnc3c2c(=O)n(C)c(=O)n3C)c(OC)c1
  A: 5% | B: -8%[10.9 µM] | C: 1.1% | D: -32%
CCOc1ccc(N(CC(=O)Nc2cc(OC)cc(OC)c2)S(=O)(=O)c2c(C)[nH]c(=O)[nH]c2=O)cc1
  A: 2% | B: 5%[10.9 µM] | C: 0.4% | D: -9%
COc1ccc(OC)c(NC(=O)CSC2=Nc3ccccc3C3=NC(CC(=O)NCc4ccc5c(c4)OCO5)C(=O)N23)c1 (stereo not drawn)
  A: 6% | B: 14%[10.9 µM] | C: -1.0% | D: -13%
Cc1ccc(-c2nc(S(=O)(=O)c3ccc(F)cc3)c(N3CCN(c4ccccc4)CC3)o2)cc1
  A: -1% | B: -8%[10.9 µM] | C: -0.6% | D: -1%
CCCCOc1ccc(N2C(=O)CC(N(O)c3ccccc3)C2=O)cc1 (stereo not drawn)
  A: -13% | B: -17% | C: 11% | D: -5%
Cc1ccc(Nc2c(-c3cccnc3)nc3ccc(Br)cn23)cc1
  A: 6% | B: -2%[10.9 µM] | C: 16% | D: 0%
CC(Oc1ccc(Cl)cc1Cl)C(=O)Nc1cccnc1 (stereo not drawn)
  A: 3% | B: x | C: x | D: 29%
CCOC(=O)N1CCc2c(sc3c2c(=O)n(CCc2ccccc2)c(=O)n3Cc2ccc(C)cc2C)C1
  A: 5% | B: -12%[10.9 µM] | C: 0.4% | D: -13%
O=C(c1ccccc1)n1ccc2ccccc21
  A: 3% | B: -5% | C: -0.3% | D: -2%
O=C(Cn1c(=O)sc2ccccc21)NCc1ccco1
  A: 2% | B: -5% | C: -1.1% | D: -5%
CCOc1ccccc1N1CC(c2nc3ccccc3n2CCCOc2ccccc2)CC1=O (stereo not drawn)
  A: -12% | B: -7%[10.9 µM] | C: u | D: -18%
CCN(CC)CC(C)CNC(=O)c1cc(-c2ccc(Br)s2)nc2ccccc12 (stereo not drawn)
  A: -22% | B: -11%[10.9 µM] | C: u | D: u
Cc1c(C(=O)Nc2cccc(C(F)(F)F)c2)oc2ccc(S(=O)(=O)N(C)C3CCCCC3)cc12
  A: 6% | B: -22%[10.9 µM] | C: u | D: u
CCn1c(CN2CCCCC2)nc2cc(NC(=O)COc3cc(C)ccc3C(C)C)ccc21
  A: -20% | B: -17%[10.9 µM] | C: u | D: u
CCN1C(=O)c2cccc3c(NC(=O)C(C)(C)C)ccc1c23
  A: -2% | B: 10% | C: 2.7% | D: 1%
Cc1c(C(=O)N2CCCC2)oc2c1-c1nn(CC(=O)NCc3ccccc3Br)cc1CC2
  A: -8% | B: -13%[10.9 µM] | C: u | D: 0%
Cc1nc2c(c(C)c1CCC(=O)N1CCN(c3ccccc3)CC1)c(=O)n(C)c(=O)n2C
  A: 1% | B: -10%[10.9 µM] | C: -0.6% | D: -11%
CS(=O)(=O)N1CCN(c2ccccc2NC(=O)Cc2ccccc2)CC1
  A: 3% | B: -9% | C: 0.6% | D: 0%
CCC(C)[C@H](NC(=O)NCc1ccccc1)C(=O)O (stereo partly drawn)
  A: 4% | B: -12% | C: 0.0% | D: 7%
CCOC(=O)c1c(C)oc2nc(C)nc(NCc3cccc(Cl)c3)c12
  A: 8% | B: -10%[10.9 µM] | C: u | D: 10%
CC(=O)N1CCc2c(sc3c2c(=O)n(-c2ccccc2)c(=O)n3CC(=O)Nc2ccccc2)C1
  A: 4% | B: -12%[10.9 µM] | C: u | D: -7%

# (cont.)
# Short forms: A = p53ts 32C tox; B = Peg3 imprint; C = IkB sig inh; D = p53ts 39C tox
O=c1cc(-c2ccccc2)c2cc(Cl)c3c(c2o1)CN(Cc1ccccc1)CO3
  A: 5% | B: -5%[10.9 µM] | C: 0.5% | D: 8%
CC(OC(=O)C1CC=CCC1C(N)=O)C(Cl)=C(Cl)Cl (stereo not drawn)
  A: -3% | B: 0% | C: 4.1% | D: 0%
CCOC(=O)c1ccc(N2C(=O)c3n[nH]c(C)c3C2c2ccc(CC)cc2)cc1 (stereo not drawn)
  A: -17% | B: -9%[10.9 µM] | C: 2.6% | D: -16%
O=C(NCCN1CCCC1)c1cc(-c2ccncc2)nc2ccc(S(=O)(=O)N3CCOCC3)cc12
  A: -4% | B: -10% | C: -1.2% | D: 0%
O=C(O)CCN1C(=S)CSC1=S
  A: 8%[9.22 µM] | B: -3%[10.9 µM] | C: u | D: 7%[9.22 µM]
CC1SC(c2ccc(Cl)cc2Cl)NC1=O (stereo not drawn)
  A: 7% | B: x | C: x | D: -1%
COc1ccccc1CNc1nccn(-c2ccc(F)cc2)c1=O
  A: 9% | B: -11%[10.9 µM] | C: u | D: 0%
CCOc1ccc(NC(=O)CSc2nnc(CC)c(CC)n2)cc1
  A: 6% | B: -6%[10.9 µM] | C: u | D: -14%
C=CCN1C(=O)CSc2ccc(C(=O)OCC)cc21
  A: 2% | B: -8% | C: -1.7% | D: 2%
C/C(=N\NC(=O)c1ccncc1)c1ccc2ccccc2c1O
  A: u | B: -37%[inhibitor][10.9 µM] | C: -1.1%[11.4 µM] | D: 2µM*
CCOC(=O)c1cc(-c2ccccc2)n(-c2cccc(C(=O)Nc3ccc(OCC)cc3)c2)c1C
  A: 19% | B: -3%[10.9 µM] | C: -0.8% | D: 45%[activator]
Cc1ccc2oc(C(=O)N(Cc3ccc(N(C)C)cc3)CC3CCCO3)c(C)c2c1 (stereo not drawn)
  A: 13% | B: -17%[10.9 µM] | C: 1.4% | D: -12%
Cn1c(=O)c2nnn(/N=C(\c3ccccc3)C3CC3)c2n(C)c1=O
  A: 10% | B: -11% | C: -0.1% | D: 10%
Cc1cc(C)cc(NS(=O)(=O)c2ccc3[nH]cc(C(=O)N4CCCCCC4)c(=O)c3c2)c1
  A: 3% | B: 3%[10.9 µM] | C: u | D: -19%
O=C(O)C1C2C=CC3(CN(Cc4ccccn4)C(=O)C13)O2 (stereo not drawn)
  A: -1% | B: -2% | C: 0.0% | D: 3%
COc1ccc(OCCC(=O)NCc2ccccc2)cc1
  A: 2% | B: -11% | C: -2.0% | D: 3%
C=Cc1ccc(Cn2c(C(=O)O)c(CNCc3cccs3)c3ccc(C)cc32)cc1
  A: 7% | B: 17%[10.9 µM] | C: u | D: u
COCCNC(=O)c1c(N)n(CCCn2ccnc2)c2nc3ccccc3nc12
  A: 6% | B: -7% | C: 1.6% | D: 12%
O=C1CC(c2ccccc2)CN1S(=O)(=O)c1ccccc1 (stereo not drawn)
  A: -5% | B: -6% | C: -2.5% | D: -4%
O=C(Cn1ncc2c(=O)oc3ccccc3c21)NCCC1=CCCCC1
  A: -25% | B: -3% | C: 1.1% | D: -16%
Cc1ccccc1C1CC(=O)Nc2ccc3ccccc3c21 (stereo not drawn)
  A: 7% | B: -9%[10.9 µM] | C: 6.0% | D: -9%
COc1ccc(-c2nc(SCC(=O)NCc3nc4ccccc4n3C)n3[nH]c(=O)cc3n2)cc1
  A: 6% | B: -3%[10.9 µM] | C: -3.3% | D: -20%
Cc1ccc(Nc2c(-c3ccccc3O)nc3cc(C)ccn23)cc1
  A: -10% | B: 8%[10.9 µM] | C: 3.0% | D: -4%
Cc1ccc(NC2=C(c3ccc(C(F)(F)F)cc3)C(=O)c3ccccc32)cc1C
  A: -24% | B: -9%[10.9 µM] | C: u | D: u
CCN(C(=O)Cn1c(C(=O)OC)cc2sc(Cl)cc21)c1cccc(C)c1
  A: 5% | B: -7%[10.9 µM] | C: u | D: -14%

# Carrying on:
# Short forms: A = p53ts 32C tox; B = Peg3 imprint; C = IkB sig inh; D = p53ts 39C tox
CCOc1cc(-c2noc(CCCC(N)=O)n2)cc(Br)c1OC
  A: 4% | B: -8% | C: u | D: -15%
CCS(=O)(=O)N1CCc2cc(C(=O)Nc3cccc(C(C)=O)c3)ccc21
  A: -4% | B: -12%[10.9 µM] | C: u | D: 5%
Cc1nc2cncnc2n(C2CC2)c1=O
  A: 4% | B: 0% | C: -2.1%[11.4 µM] | D: -3%
CCCN(CCC)C(=O)c1ccc2c(c1)OCO2
  A: -19% | B: x | C: x | D: 0%
Cc1ccc(Nc2nc(C)nc(N)c2S(=O)(=O)c2ccccc2)cc1
  A: -3% | B: -1%[10.9 µM] | C: -1.9% | D: 14%
CC(=O)N1CCC2(CC1)CN(Cc1ccccc1)C2
  A: 1% | B: x | C: 1.5%[11.4 µM] | D: -3%
CCOC(=O)C1CCCN(Cc2nc(N)nc(Nc3ccccc3OC)n2)C1 (stereo not drawn)
  A: -5% | B: -6% | C: -1.2% | D: -5%
CCc1c(C)nc2nncn2c1Nc1ccc(C)c(F)c1
  A: 6% | B: -10%[10.9 µM] | C: u | D: -8%
Cc1ccc2onc(CC(=O)N(C)c3ccccc3)c2c1
  A: u | B: -12%[10.9 µM] | C: u | D: u
O=C(c1sc(N2CCOCC2)nc1-c1ccccc1)N1CCCCC1
  A: 9% | B: x | C: x | D: -6%
CCOC(=O)Cc1csc(SCC(=O)/C(C#N)=C(\C)N)n1
  A: 2% | B: -8% | C: 0.0% | D: -10%
Cc1ccc(C)c(Oc2nc3c(c(=O)n(C)c(=O)n3C)n2Cc2ccccc2)c1
  A: 3% | B: -10%[10.9 µM] | C: 0.1% | D: 10%
COc1ccc(Cc2c(C)nn(-c3nc(C)c(C(=O)Nc4cccc(C(C)=O)c4)s3)c2C)cc1
  A: -8% | B: -5%[10.9 µM] | C: 0.1% | D: u
CCc1cc2c(cc3c(=O)n(CC(=O)NCCc4ccc(OC)cc4OC)nc(CC)n32)s1
  A: 4% | B: -12%[10.9 µM] | C: 1.0% | D: -8%

# In the list so far, these contain an aryl methoxy group.
# Short forms: A = p53ts 32C tox; B = Peg3 imprint; C = IkB sig inh; D = p53ts 39C tox
CCCC(=O)Nc1cc(-c2cn3cccnc3n2)ccc1OC
  A: -8% | B: 5% | C: -1.8% | D: 3%
COc1ccc(NC(=O)CSc2c(C(C)C)cnc3c2c(=O)n(C)c(=O)n3C)c(OC)c1
  A: 5% | B: -8%[10.9 µM] | C: 1.1% | D: -32%
CCOc1ccc(N(CC(=O)Nc2cc(OC)cc(OC)c2)S(=O)(=O)c2c(C)[nH]c(=O)[nH]c2=O)cc1
  A: 2% | B: 5%[10.9 µM] | C: 0.4% | D: -9%
COc1ccc(OC)c(NC(=O)CSC2=Nc3ccccc3C3=NC(CC(=O)NCc4ccc5c(c4)OCO5)C(=O)N23)c1 (stereo not drawn)
  A: 6% | B: 14%[10.9 µM] | C: -1.0% | D: -13%
COc1ccccc1CNc1nccn(-c2ccc(F)cc2)c1=O
  A: 9% | B: -11%[10.9 µM] | C: u | D: 0%
COc1ccc(OCCC(=O)NCc2ccccc2)cc1
  A: 2% | B: -11% | C: -2.0% | D: 3%
COc1ccc(-c2nc(SCC(=O)NCc3nc4ccccc4n3C)n3[nH]c(=O)cc3n2)cc1
  A: 6% | B: -3%[10.9 µM] | C: -3.3% | D: -20%
CCOc1cc(-c2noc(CCCC(N)=O)n2)cc(Br)c1OC
  A: 4% | B: -8% | C: u | D: -15%
CCOC(=O)C1CCCN(Cc2nc(N)nc(Nc3ccccc3OC)n2)C1 (stereo not drawn)
  A: -5% | B: -6% | C: -1.2% | D: -5%
COc1ccc(Cc2c(C)nn(-c3nc(C)c(C(=O)Nc4cccc(C(C)=O)c4)s3)c2C)cc1
  A: -8% | B: -5%[10.9 µM] | C: 0.1% | D: u
CCc1cc2c(cc3c(=O)n(CC(=O)NCCc4ccc(OC)cc4OC)nc(CC)n32)s1
  A: 4% | B: -12%[10.9 µM] | C: 1.0% | D: -8%

# From PubChem
